# mcGAS inh: cyclic GMP-AMP synthase inhibitors, mouse, primary biochemical chemiluminescence. recombinant cGAS, Kinase-Glo ATP depletion luminescence. inhibition, % at 12.5 µM. actives 0.15% (n = 160,000). AID 1259399, 2018;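 further: 0% = negative control wells and 100% = reference inhibitor with no enzyme activity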
# NPYLR7 ag: agonists of mosquito NPYLR7 receptor, primary screen, cell-based, Aedes aegypti, calcium fluorescence, mosquito biting behavior. Aedes aegypti neuropeptide Y-like receptor 7 (NPYLR7). HEK293T NPYLR7/Galpha15, GCaMP6s calcium fluorescence. activation, % at 10 µM. actives 0.15% (n = 270,000). AID 1259423, 2018; in the data active means activation above about 40%;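 further: 0% = vehicle and 100% = reference agonist at the receptor; some compounds past the cut are filed as inactive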
# hcGAS lum: Primary biochemical luminescence assay for human cyclic GMP-AMP synthase inhibitors. Q8N884. recombinant h-cGAS, ATP depletion, Kinase-Glo luminescence. AID 1259398, 2018. actives 0.081% (n = 290,000). inhibition, % at 12.5 µM;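 further: 0% = vehicle reaction and 100% = reaction without DNA for no activity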
# Target sequence (Q8N884 whole entry, looked up): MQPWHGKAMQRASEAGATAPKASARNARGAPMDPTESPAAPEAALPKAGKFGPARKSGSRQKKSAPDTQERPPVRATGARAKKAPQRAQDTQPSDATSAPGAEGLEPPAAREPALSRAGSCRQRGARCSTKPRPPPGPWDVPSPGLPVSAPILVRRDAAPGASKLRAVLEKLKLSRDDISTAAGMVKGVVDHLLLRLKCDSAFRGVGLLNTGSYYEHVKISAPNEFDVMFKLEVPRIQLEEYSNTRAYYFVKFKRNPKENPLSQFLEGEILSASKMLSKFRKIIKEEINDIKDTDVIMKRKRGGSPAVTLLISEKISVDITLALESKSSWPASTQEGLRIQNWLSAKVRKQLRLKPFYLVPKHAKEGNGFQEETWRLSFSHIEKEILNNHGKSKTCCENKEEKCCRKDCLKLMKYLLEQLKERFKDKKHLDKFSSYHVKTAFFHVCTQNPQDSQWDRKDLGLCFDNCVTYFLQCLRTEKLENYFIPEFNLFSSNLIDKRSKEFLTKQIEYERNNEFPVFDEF
# * marks the source's active call; other numbers are inactive results; / = no result given; & = joins results of further samples. Unless noted, no stated cut-off is given here; in the data, active means inhibition above about 40%; inactive means the rest. Outcome played no part in choosing rows; 0.26% or so of the library scored in one or more.
# Order of results – hcGAS lum	NPYLR7 ag	mcGAS inh
CNC(=O)CC1C(=O)NCCN1CCn1c(=O)oc2ccccc21 (stereo not given)
    -4	23	/
O=C(CC12CC3CC(CC(C3)C1)C2)NCC(=O)N1CCC(c2nc3ccccc3o2)CC1
    -7	2	/
Cc1ccc(CN(CCc2c[nH]c3ccccc23)C(=O)CN(C(=O)C(C)(C)CCl)C2CC2)cc1
    -4	23	-4
CCOC(=O)CC1(S(=O)(=O)c2ccc(F)cc2)CCN(Cc2ccc(C)o2)CC1
    3	-3	-1
CCc1cn[nH]c1C1CCN(C(=O)c2ccc(C(=O)c3cc(OC)ccc3OC)cc2)CC1
    -5	22	-10
CN1C[C@@H](NC(=O)C2CCCC2)C[C@H]1C(=O)NCCc1nc2ccccc2[nH]1
    -7	-1	/
N#Cc1cc(N2CCC(CS(N)(=O)=O)CC2)c2ccccc2n1
    -7	9	/
Cn1c(=O)c2ccc(C(=O)Nc3ccc(F)cc3)nc2n(C)c1=O
    -8	9	-8
CC(C)Cc1ccc(CN2CCCC(NC(=O)CCC(F)(F)F)C2)cc1 (stereo not given)
    -9	/	-12
COc1ccc(N2C(=O)NC3CC2(C)Oc2c(OC)cc(Br)cc23)cc1OC (stereo not given)
    -7	-11	-9
CCNC(=O)O[C@H]1C(=O)N(C)C2(CCN(C(=O)c3ccc(C)cc3)CC2)[C@@H]1C(=O)OCC
    4	9	1
Cc1ccccc1CC1(C(=O)O)CCCN(c2cc(C3CC3)ncn2)C1 (stereo not given)
    -2	6	/
Nc1ncnc2ncc3c4ccccc4[nH]c3c12
    -6	8	/
CNc1snc(C)c1C(=O)N1CCN(c2ccccc2OC)CC1
    -2	1	/
CC(CNC(=O)Nc1cccc(-c2noc(=O)[nH]2)c1)c1ccccc1 (stereo not given)
    -11	-1	/
O=C(Nc1ccccc1F)c1cc2cc(Cl)ccc2oc1=O
    0	2	/
COc1ccc(OC)c(C(O)c2ncc(-c3cccc4ccccc34)[nH]2)c1 (stereo not given)
    -7	1	/
Cc1nn(C)c(Cl)c1CN(C)CCN1CCCCC1C (stereo not given)
    -9	2	-12
Cc1ccc(CN(CCN(C)C)Cc2cccc3nonc23)s1
    -4	12	/
CC(=O)c1ccc(N2CCN(Cc3cc(-c4ccccc4)no3)CC2)cc1
    -3	1	/
COCCc1nncn1C1CCN(C(=O)C2CCC2)CC1
    -13	/	-7
CCCc1ccc(C#N)c(SCC(=O)O)n1
    -3	-6	-3
C#CCN(C)C(=O)[C@@H](C)C1CC[C@@]2(C)Cc3sc(NS(=O)(=O)c4ccc(Cl)cc4)nc3[C@@H](C)[C@@H]2[C@H]1O (stereo not given in full)
    -5	-4	-10
Cc1cc(NC(=O)CSc2nnc(N3CCC(C)CC3)n2C2CC2)no1
    -4	8	/
CC12CN3CC(C)(CN(C1)C(=O)c1ccccc1C3=O)C2=O
    -1	11	/
O=C(Nc1ccc(Cl)cn1)C1CC2C=CC1C2 (stereo not given)
    -6	1	/
CC(=O)Nc1ccc(-c2ccnc3c2CC(C)(C(=O)NCCC(F)(F)F)O3)cc1 (stereo not given)
    -6	9	-7
CCOc1ccc(-c2cc(-c3nc(-c4ccc(OC)cc4)no3)[nH]n2)cc1
    -8	3	-8
O=S(=O)(CCn1cnc(-c2ccccc2)c1-c1cnc[nH]1)N1CCCC1
    -8	1	/
O=C(Nc1nnc(Cc2ccc(F)cc2)s1)c1ccco1
    2	-10	-5
O=C(NCc1ccc2c(c1)OCO2)C1COC2(CCN(C(=O)c3cccc(F)c3)CC2)N1C(=O)c1ccccc1 (stereo not given)
    4	-5	-1
Cc1cc(Cl)ccc1NC(=O)C(C)NC(=O)Nc1ccccc1 (stereo not given)
    -10	1	-17
Cn1cccc1C(=O)N1CCn2c(nnc2C(N)=O)C1
    -7	9	/
COc1cc(S(=O)(=O)Nc2ccccc2Cl)c(OC)cc1Cl
    1	2	-6
CC1=NS(=O)(=O)c2cc(Cl)ccc2N1
    -1&-3&-5&3&1	-2&-10&-10&-5&-9	-1&-1
COc1ccc(-c2cc(C(=O)NCc3ccccc3)c(C)n2-c2ccc(C)cc2)cc1
    -8	19	-5
CCOC(=O)c1c(NC(=O)CCCC(=O)OC)c(-c2ccc(OC)cc2)cn1Cc1ccccc1
    -3	10	-6
CCN(CC1CCCO1)C(=O)c1cc(C)nc2c(C)cccc12 (stereo not given)
    -5	0	-12
Cc1cccc(C(=O)Nc2sc3c(c2C(=O)N2CCN(Cc4ccccc4)CC2)CCCC3)c1
    -7	-3	-1
O=[N+]([O-])c1ccc(C=NNc2ccc3ccccc3n2)o1
    -7	3	-6
Cc1cc(C(C)NCc2cccc(F)c2)c(C)s1 (stereo not given)
    -17	1	-5
CC(=O)NC1CCN(c2cc(C)nc(-c3ccccc3)n2)C1 (stereo not given)
    -4	/	-11
CSCC(=O)N1CCC(Oc2cccc(C(=O)NCc3ccccn3)c2)CC1
    -6	-6	-5
Cc1cc(C(=O)N(Cc2ccccn2)c2nc3cc(C)c(C)cc3s2)on1
    -8	8	-8
COc1cc(-c2cc(C(F)(F)F)n3ncc(C(=O)NCC(C)C)c3n2)cc(OC)c1OC
    -4	-7	/
NC(=O)c1cc(C2=NNC(=Nc3cccc(Cl)c3)SC2)ccc1O
    31	9	-3
CC(C)c1ccc(C(=O)NCC(C)(C)N2CCOCC2)cc1
    -3	-1	/
NC1CCCc2[nH]c(=O)ccc21 (stereo not given)
    -8	8	-4
O=S(=O)(Nc1nc2ccccc2nc1Nc1ccc2nsnc2c1)c1ccccc1
    0	4	/
CC(C)Cc1noc(CN(C)c2nc(CCN)nc3ccccc23)n1
    -5	-4	-15
CSc1ccc(NC(=O)N2CCN(c3nc(C)nc(C)c3Cc3cccc(C(F)(F)F)c3)CC2)cc1
    -6	-4	-6
CCOC(=O)C1=C(C)N=c2s/c(=C\c3ccc(Br)cc3)c(=O)n2C1c1ccc(OC)c(OC)c1 (stereo not given)
    -5	11	-6
CC(NC(=O)c1cc2n(n1)CCN(Cc1ccc(C(F)(F)F)cc1)C2=O)c1ccccc1 (stereo not given)
    -6	0	-4
COc1ccc(CNC(=O)c2ccc(-c3cc(-c4ccc(N5CCCCC5)cc4)n[nH]3)cc2)cc1
    -9	4	-6
O=C(O)CCn1c(CCC(F)(F)F)n[nH]c1=O
    -5	5	/
NC(=S)NNc1csc(=O)[nH]1
    -5	-1	/
CCc1cc(CN(C)C(=O)Cn2cc(C(F)(F)F)ccc2=O)on1
    1	0	/
COc1ccc(N(C(F)F)S(=O)(=O)c2ccc(Cl)cc2)cc1Cl
    -8	6	/
CCCc1nnc2c(C(=O)NCCc3cccc(F)c3)cccn12
    -1	-6	-2
O=c1[nH]cc(S(=O)(=O)Nc2ccc3c(c2)OCCO3)c(=O)[nH]1
    -6	7	/

# Six entries out of the list, arranged by SMILES length, largest number first.
# Order of results – hcGAS lum	NPYLR7 ag	mcGAS inh
COc1ccc(CNC(=O)c2ccc(-c3cc(-c4ccc(N5CCCCC5)cc4)n[nH]3)cc2)cc1
    -9	4	-6
COc1cc(-c2cc(C(F)(F)F)n3ncc(C(=O)NCC(C)C)c3n2)cc(OC)c1OC
    -4	-7	/
Cc1cc(C(=O)N(Cc2ccccn2)c2nc3cc(C)c(C)cc3s2)on1
    -8	8	-8
CSCC(=O)N1CCC(Oc2cccc(C(=O)NCc3ccccn3)c2)CC1
    -6	-6	-5
CCN(CC1CCCO1)C(=O)c1cc(C)nc2c(C)cccc12 (stereo not given)
    -5	0	-12
Cc1cc(C(C)NCc2cccc(F)c2)c(C)s1 (stereo not given)
    -17	1	-5

# (list continues)
# Order of results – hcGAS lum	NPYLR7 ag	mcGAS inh
CCC1CN(C(=O)c2ncccc2O)CCC(=O)N1Cc1ccccc1 (stereo not given)
    -6	0	-10
Cc1cc(Oc2ccc(Cl)c(C)c2)nc(SCc2ccccc2C#N)n1
    3	-7	-1
CCn1cc(C(=O)N2CCc3c(nc(-c4ccccc4)nc3N(C)C)C2)cn1
    -7	5	/
O=C(O)C1CC2CCCCC2N1C(=O)Cn1ccc(C(F)(F)F)n1 (stereo not given)
    2&-4	-13	/
COc1ccc2sc(SCc3csc(Cc4ccc(Br)c(OC)c4)n3)nc2c1
    -1	6	-4
CC(C)(C)c1cc(NC(=O)c2ccc(OC(F)(F)F)cc2)n(-c2cc(Cl)ccc2Cl)n1
    -5	4	-7
COC(=O)c1ccc(NC(=O)CSc2cn(CC(=O)N3CCC(C)CC3)c3ccccc23)cc1
    0	-14	-2
CC1=NNC(=O)C1Sc1n[nH]c(=O)[nH]c1=O (stereo not given)
    4	-7	1
Cc1cc(S(=O)(=O)NC2CC(C)(C)NC(C)(C)C2)c(C)cc1Cl
    -4	8	/
O=C(NCc1ccc(N2CCOCC2)cc1)c1cn(Cc2ccccc2F)nn1
    -9	17	-12
C#CCOCC(O)CNC(c1nc(-c2ccc([N+](=O)[O-])cc2)no1)C(C)C (stereo not given)
    -4	11	-3
CC(Nc1cccc(S(=O)(=O)N2CCOCC2)c1)C(=O)Nc1ccccc1F (stereo not given)
    -5	6	/
CCc1cc(CN2CCCCC2c2nc3ccc(F)cc3[nH]2)on1 (stereo not given)
    -2	0	-13
Cc1ccc(S(=O)(=O)Nc2ccc([N+](=O)[O-])cc2C(=O)Nc2cccc3c2C(=O)c2ccccc2C3=O)cc1
    4	-6	3
O=C(c1ccc(C(F)(F)F)cc1)N1CCCC(OCc2ccccc2Cl)C1 (stereo not given)
    -6	-9	-4
O=c1[nH]c(=O)c2sc3nc(-c4ccccc4)ccc3c2[nH]1
    0	-9	-5
CN1Cc2ccccc2CC1Cn1ccnc1-c1ccccc1OCCO (stereo not given)
    -3	4	-10
COC(=O)c1ccc(NC(=O)C2Cc3ccccc3C(=O)O2)cc1 (stereo not given)
    -7	3	/
O=C(NC1CCN(c2ccccc2C(=O)NCc2cccnc2)CC1)c1cccs1
    0	0	-4
CCCCN1CC(c2nc3ccccc3n2CCCOc2cccc(OC)c2)CC1=O (stereo not given)
    -8	-1	-3
Cc1nn(C)c(=O)c(C(=O)Nc2ccn(CC(F)F)n2)c1C
    4	-3	-1
COc1ccc(C2c3cc(OC)c(OC)cc3CCN2C(=O)c2c(F)c(F)c(F)c(F)c2F)cc1OC (stereo not given)
    -4	15	-6
COCCNC(=O)c1coc(CN(Cc2cccc(OC)c2)C(C)C(C)C)n1 (stereo not given)
    -6	14	-6
O=Cc1ccc(Oc2ccc(-c3cnc4ccccc4n3)cc2[N+](=O)[O-])cc1
    -2	-13	/
COC(=O)c1ccc(CSc2ncc(CO)n2CC(=O)NCc2ccc(Cl)cc2)cc1
    7	4	/
C[C@H](C(=O)Nc1ccc2c(c1)OCO2)N1Cc2ccc(-c3ccnn3C)nc2C1=O
    -6	-14	-6
COCCN(Cc1ccccc1OS(C)(=O)=O)C(=O)NC(C)C
    -4	-8	-2
N#Cc1cc2c(=O)n3ccccc3nc2n(-c2ccc(Br)cc2)c1=O
    0	1	-4
CCOCCn1c(=NC(=O)c2ccc(S(C)(=O)=O)cc2)sc2cccc(F)c21
    -10	4	/
Cc1cc(C)c2c(n1)nn1c(N3CCCC3)cc(C)nc21
    -5	2	-9
Cn1c(-c2cccnc2)[n+](C)c2ccccc21
    -3	5	/
CC(=O)N[C@@H](Cc1c[nH]c2ccccc12)C(=O)OCc1cc(C(F)(F)F)cc(C(F)(F)F)c1
    -5	7	-3
COc1ccccc1/C=C1\SC(=S)N(CCC(=O)NNC(=O)c2ccccc2Cl)C1=O
    -5	-6	-4
CC(C)Nc1ncccc1C(=O)NCCc1ccc(O)cc1
    -6	-20	-4
O=C(CSc1nccn(-c2ccc(F)c(Cl)c2)c1=O)NC1CCCCC1
    -9	-2	-7
CSc1ccc(OC(C)C(=O)N(C)CCC#N)cc1 (stereo not given)
    -8	6	/
CN(C)S(=O)(=O)N1CCCC1C(=O)Nc1cccc(-n2cccn2)c1 (stereo not given)
    -6	1	/
CCCS(=O)(=O)N1CC(=O)N(Cc2cccc(OC)c2OC)CC(O)C1 (stereo not given)
    5	0	-1
Cc1c(C(=O)NCc2ccccc2C(F)(F)F)sc(=O)n1Cc1cccc(C(F)(F)F)c1
    -5	16	/
Cc1ccc(Cl)cc1N1CCN(C(=O)CCn2cnc3c([nH]c4ccccc43)c2=O)CC1
    -4	/	-7
O=C(NCCCc1cccc(F)c1)NC1CCCC1CO (stereo not given)
    -7	-1	/
CC(C)(C)SCC(=O)NCC(CO)Cc1ccc(Cl)cc1 (stereo not given)
    -11	2	/
Cc1ccc(C(NC(=O)Cn2cnc3ccc(C)cc3c2=O)C2CC2)cc1 (stereo not given)
    -10	9	/
O=S(=O)(c1cccc(F)c1)N1CCC(Cc2ccc(-n3cccc3)cc2)CC1
    -4	5	-6
CC1CN(S(=O)(=O)N(Cc2c(F)cccc2Cl)C2CC2)CC(C)O1 (stereo not given)
    -7	2	/
CCCCN(C(=O)COC(=O)c1ccccc1S(C)=O)c1c(N)n(CCC)c(=O)[nH]c1=O (stereo not given)
    -7	3	/

# Compound activity from PubChem BioAssay.
